From PubChem
Rac1 mut GTP = alters GTP binding to activated mutant human Rac1; P63000; GST-Rac1 activated beads, fluorescent GTP binding, flow cytometry; actives lie on both sides; 100% means binding = to untreated wells; percent activity (GTP binding), % at 10 µM; 0.11% of 190,000 active; AID 764;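 active = GTP binding at least 20 percentage points away from the 100% baseline, in either direction, so actives lie on both sides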
Mcl1 Bid PPI = Mcl-1/Bid interaction inhibition. TR-FRET Mcl-1/Bid-Dy647 peptide binding, 1536-well. AID 1021. inhibition, % at 21.7 µM. Q07820. 0.97% of 220,000 active;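 active = compounds that cut the binding signal by more than half at the single screening dose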;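 note: His-tagged Mcl-1 with europium anti-His antibody binding Bid BH3 peptide; 0% = Mcl-1 plus peptide wells and 100% = peptide-only wells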
Target sequence (Q07820 whole entry, looked up): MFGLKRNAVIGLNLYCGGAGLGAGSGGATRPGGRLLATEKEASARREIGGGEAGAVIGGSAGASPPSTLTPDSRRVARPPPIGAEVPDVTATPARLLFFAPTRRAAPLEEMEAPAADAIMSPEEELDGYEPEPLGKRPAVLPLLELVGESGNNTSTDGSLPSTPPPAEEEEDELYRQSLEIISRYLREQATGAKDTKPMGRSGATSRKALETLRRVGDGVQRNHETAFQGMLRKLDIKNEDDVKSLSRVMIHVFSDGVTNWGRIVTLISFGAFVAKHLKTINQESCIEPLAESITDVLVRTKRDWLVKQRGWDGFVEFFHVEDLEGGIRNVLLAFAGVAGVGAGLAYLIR
Pf gamet viab = P. falciparum stage V gametocyte viability inhibition | inhibition, % at 10.9 µM | P. falciparum stage V gametocytes, ATP luminescence, 24 h | 0.065% of 150,000 active;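 active = inhibition above the mean plus 3 SD of compounds within the control limits, set per campaign, cut at about 38% in these data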;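 note: 0% = DMSO wells and 100% = medium only without gametocytes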
Rac1 wt modul = modulators of human Rac1 wildtype GTP binding. P63000. GST-Rac1 beads, fluorescent GTP binding, flow cytometry; actives lie on both sides; 0 = cold GTP competed, 100 = untreated. 0.27% of 190,000 active. GTP binding activity (% of control), % at 10 µM;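 active = GTP binding activity at least 20 points away from the 100% control level, either lower or higher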
Bim-Mcl-1 = inhibitors of Bim-Mcl-1 interaction, human; Bead-based flow cytometry, Bim peptide-Mcl-1 binding; inhibition, % at 10 µM; 0.1% of 190,000 active; AID 1009; in the data active = inhibition above about 40%;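 note: 0% = no compound tracer wells and 100% = peptide blocker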
RGS8-Gao reg = regulators of human RGS8-Galphao interaction; multiplexed bead flow cytometry, RGS8-Galphao binding; actives lie on both sides; response (percent of control binding), % at 10 µM; 0.34% of 220,000 active; AID 1423; in the data active = response below about 60% or above about 140%; inactive = in between;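 note: Galphao activated as the GDP aluminium fluoride complex binding bead-coupled RGS8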
Target sequence (P09471 whole entry, looked up): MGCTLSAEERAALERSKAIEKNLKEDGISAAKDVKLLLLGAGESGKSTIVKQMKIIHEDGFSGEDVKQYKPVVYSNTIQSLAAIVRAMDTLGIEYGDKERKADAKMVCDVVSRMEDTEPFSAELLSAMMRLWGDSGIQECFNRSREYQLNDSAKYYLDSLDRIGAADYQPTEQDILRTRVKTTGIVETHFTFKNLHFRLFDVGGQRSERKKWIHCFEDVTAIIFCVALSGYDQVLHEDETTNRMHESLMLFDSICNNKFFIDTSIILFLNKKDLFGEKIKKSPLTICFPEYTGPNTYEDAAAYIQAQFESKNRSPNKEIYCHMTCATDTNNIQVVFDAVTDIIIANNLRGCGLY
HRas wt GTP = modulators of GTP binding to human HRas wildtype; GST-Ras wt beads, Bodipy-FL-GTP binding, flow cytometry; actives lie on both sides; GTP binding activity, % at 10 µM; 0.14% of 190,000 active;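 active = GTP binding activity at least 20% away from the 100% baseline, either lowered as inhibitor or raised as activator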;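 note: 0% = unlabeled GTP competition control and 100% = no-compound control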
Target sequence (P01112 whole entry, looked up): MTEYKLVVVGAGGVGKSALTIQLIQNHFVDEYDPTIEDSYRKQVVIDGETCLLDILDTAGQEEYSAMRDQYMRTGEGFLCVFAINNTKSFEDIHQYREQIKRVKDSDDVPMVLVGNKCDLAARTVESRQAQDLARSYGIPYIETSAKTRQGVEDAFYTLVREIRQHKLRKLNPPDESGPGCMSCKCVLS
Rab2 wt GTP = changes GTP binding to wildtype dog Rab2A, up or down; AID 760; GST-Rab2 wt beads, Bodipy-GTP binding, flow cytometry; GTP binding activity, % at 10 µM; P61105; 0.19% of 190,000 active;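 active = GTP binding activity at least 20 points away from 100%, either lowered or raised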;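 note: 0% = beads with excess unlabeled GTP and 100% = no-compound control corrected for plate trend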
Rab7 wt modul = modulators of GTP binding to dog Rab7 wildtype GTPase | GST-Rab7 beads, fluorescent GTP binding, flow cytometry; actives lie on both sides; untreated = 100%, excess cold GTP = 0% | GTP binding activity (percent of control), % at 10 µM | 0.055% of 190,000 active;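 active = fluorescent GTP binding to Rab7 beads changed by at least 20 points from the 100% baseline, either direction, mostly lower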;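 note: median green fluorescence of bound Bodipy-FL-GTP per Rab7 bead population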
Mcl1-Noxa inh = disrupts binding of human Mcl-1 to Noxa peptide; TR-FRET Mcl-1/Noxa peptide binding, 2 h; inhibition, % at 21.7 µM; 1.5% of 220,000 active; AID 1022;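 active = compounds that cut the protein-peptide binding signal by more than 50% relative to plate controls in a single-dose test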;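 note: His-tagged Mcl-1 with rhodamine Noxa BH3 peptide and terbium anti-His antibody; 0% = Mcl-1 plus Noxa peptide wells and 100% = peptide-only wells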
Cdc42 wt GTP = changes GTP binding to wildtype human Cdc42; GST-Cdc42 beads, Bodipy-GTP binding, flow cytometry; actives lie on both sides; percent activity (GTP binding), % at 10 µM; P60953; 0.2% of 190,000 active;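 active = percent activity GTP binding at least 20 points away from the 100% baseline, either down as inhibitor or up as activator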;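 note: median bead fluorescence of bound Bodipy-FL-GTP at 100 nM; 0% = excess unlabeled GTP control and 100% = no compound control; below 100% means less GTP binding so inhibitor and above means activator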
Target sequence (P60953 whole entry, looked up): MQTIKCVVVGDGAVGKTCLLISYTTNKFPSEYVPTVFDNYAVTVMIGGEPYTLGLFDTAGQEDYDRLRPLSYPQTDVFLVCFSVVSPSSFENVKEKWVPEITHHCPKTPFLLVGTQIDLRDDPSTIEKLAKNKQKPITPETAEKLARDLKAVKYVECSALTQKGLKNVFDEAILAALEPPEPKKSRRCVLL
The depositor's hits bear a star; . = no result given; & = joins results of further samples.

SMILES	Rac1 mut GTP	Mcl1 Bid PPI	Pf gamet viab	Rac1 wt modul	Bim-Mcl-1	RGS8-Gao reg	HRas wt GTP	Rab2 wt GTP	Rab7 wt modul	Mcl1-Noxa inh	Cdc42 wt GTP
CC(=O)n1cc([C@@H]2C=C(C(=O)O)O[C@H](OCc3ccc(CO)cc3)C2)c2ccccc21	94	-1	-27	92	-3	103	93	93	96	-6	93
O=C(NCc1ccc(Cl)cc1Cl)C(=O)N1CCCCC1	102	-21	.	107	-5	103	102	102	100	-5	104
C=CCOC(=O)c1ccc(-n2cnc(C)n2)nc1	92	-6	4	94	1	100	95	95	102	10	91
CSc1ccc(/C=C/C(=O)c2ccc(NC(=O)Cc3ccccc3)cc2)cc1	100	-13	-13	101	2	100	104	106	100	11	104
O=C1C=C(NCCN2CCOCC2)C(=O)c2cnccc21	98	-12	.	104	0	100	99	101	98	6	101
CCOC(=O)c1cnn2c(C(F)(F)F)cc(-c3cn(C)nc3C)nc12	95	-9	.	99	-2	101	98	95	94	-3	96
CCn1cnc2c(oc3ccccc32)c1=O	97	-12	-47	98	4	98	97	95	94	15	94
COc1cccc(OC)c1C(=O)NCCN1CCN(C(=O)c2c(OC)cccc2OC)CC1	98	-16	.	102	0	104	99	102	105	10	101
CCOC(=O)C1CCCN(C(=O)C2CCCN(S(=O)(=O)c3ccc4c(c3)oc(=O)n4C)C2)C1 (stereo not given)	95	-8	.	98	0	100	97	98	99	-21	97
CCCCC(CC)C(=O)NCc1ccc(F)cc1 (stereo not given)	104	5	13	102	-3	94	101	101	96	18	101
CCOC(=O)c1ccccc1NC(=S)N1CCC(N2CCCCC2)CC1	103	-5	-2	104	0	102	99	99	97	-4	101
COCCn1nnnc1C(c1cccc(C(F)(F)F)c1)N1CCOCC1 (stereo not given)	99	30	.	104	.	88	100	101	99	33	99
CC(=O)Nc1ccc(NC(=O)[C@@H]2CCCN2S(=O)(=O)c2ccc3c(c2)OCCO3)cc1	97	-11	-15	103	0	106	102	101	104	12	100
O=C(CSc1nnc(CNc2ccccc2)o1)N1CCCc2ccccc21	99	1	.	98	0	102	100	101	96	6	100
Cc1cccnc1-n1c(CCN2C(=O)c3ccccc3C2=O)nc2ccccc2c1=O	100	8	7	105	-1	105	104	102	103	-2	101
Cc1ccc(NC(=O)c2ncc(Cl)c(Cl)c2Cl)cc1C	94	-6	4	94	-1	107	92	94	92	-26	92
CC/C(=N/NC(=O)c1ccc(Br)o1)c1ccc(Cl)cc1	100	-40	.	103	-2	104	100	99	102	-4	102
CCOC(=O)c1ccc(N=c2ssnc2Cl)cc1	91	-10	-11	92	-1	82	92	92	95	4	91
CN(C)c1ccc(/C=c2\sc3nc(-c4ccccc4)nn3c2=O)cc1	94	73*	.	99	-4	100	100	97	100	79*	99
COC(=O)c1ccc(C)c(NC(=O)Cc2ccc([N+](=O)[O-])cc2)c1	96	2	9	103	-2	109	102	99	101	-2	98
O=C(c1ccc(-c2ccccc2)cc1)N1CCC(C(=O)N2CCCC2)CC1	96	-9	.	97	0	102	97	95	95	-1	98
O=C(CSc1nc(O)cc(=O)n1-c1ccccc1)c1ccc(Br)cc1	87	5	3	88	-3	100	90	92	97	1	86
COc1ccc(C)cc1S(=O)(=O)N(C)CC(=O)Nc1ccc2c(c1)OCCO2	96	-14	10	98	0	100	98	95	97	2	98
COc1cc(N2C(=O)CSC23C(=O)Nc2ccccc23)cc(OC)c1OC (stereo not given)	97	-8	.	107	-4	100	102	102	101	-7	104
COc1cc(C=C(C(C)=O)C(C)=O)ccc1O	100	-35	.	104	-4	101	100	102	102	24	101
CCOC(=O)CNC(=O)c1cc(OC)cc(OC)c1	99	-32	34	105	-1	98	101	104	105	20	100
CCOC(=O)CC(NC(=O)C(CC)c1ccccc1)c1ccccc1Cl (stereo not given)	98	-24	5	103	-1	125	95	97	96	4	96
CCS(=O)(=O)N1CCC(C(=O)Nc2cc(Cl)ccc2O)CC1	93	-42	.	99	6	99	95	94	100	9	96
O=C(NCCc1ccccc1)c1cccnc1	99	-11	.	103	1	101	100	99	101	-7	97
Cn1c(=O)c(C#N)c(-c2ccccc2)n2cnnc12	96	13	8	100	-1	101	101	98	100	20	99
Cc1cc(C)c(S(=O)(=O)N2CCCOC2CNC(=O)C(=O)NCc2ccncc2)c(C)c1 (stereo not given)	101	-1	11	105	-3	98	101	101	106	-1	104
CN(C)c1cc(N)c2ccccc2n1 (tested in a mixture with another compound)	100	-20	3	99	2	98	97	99	95	7	98
N#Cc1c(-c2ccncc2)c2c([nH]c1=S)CCCC2	90	-77	2	92	-6	92	94	94	96	39	92
CC1(C)CC(=O)C=C(NCCCNC2CCCCC2)C1	99	-51	-13	103	-3	104	100	100	101	-12	97
CCC1CCCCN1Cc1ccc(N)cc1 (stereo not given)	94	-22	9	102	3	101	98	101	97	-10	97
Cc1ccc(C(C)C)c(OCc2nc(-c3nonc3N)no2)c1	97	6	.	100	2	80	98	99	96	8	99
O=C(Nc1cc(N2CCCCC2)ncn1)c1ccc(F)cc1	96	-6	-7	97	-1	100	97	96	98	12	95
CCOc1ccc(NC(=O)CN2CCN(CC(=O)Nc3ccc(OC)cc3)CC2)cc1	100	-18	-10	107	-5	104	99	98	95	1	98
CCOC(=O)c1c(NC(=O)Cn2nnc(-c3ccccc3Cl)n2)sc(C)c1C	96	-4	12	105	-4	98	95	95	95	17	96
O=C(COC(=O)CCCNC(=O)c1ccc(Cl)cc1)Nc1cc(Cl)c(Cl)cc1Cl	96	-5	14	99	-2	99	93	93	91	3	98
Cc1cccc(Nc2c(-c3ccc(N4CCOCC4)cc3)nc3ncccn23)c1	101	-2	.	104	-1	113	100	97	95	40	101
O=C(Nc1ccc(-n2cnnn2)cc1)C1CCCCC1	100	-11	.	104	0	101	101	100	102	9	101
COCCN(C(=O)/C=C/c1ccccc1)c1c(N)n(Cc2ccccc2)c(=O)[nH]c1=O	101	-7	18	100	-2	96	102	101	106	13	100
CC(C)NC(=O)NC(=O)COC(=O)Cc1c(F)cccc1Cl	95	-5	.	100	3	103	95	93	100	18	94
CCC1=C/C(=C/c2sc3ccccc3[n+]2CC)CC(C)(C)C1	92	-21	-1	101	-1	91	99	102	108	25	96
CSC1CCCCC1(O)CSc1nc2c(cc1C#N)CCCC2 (stereo not given)	103	-15	.	109	-1	103	102	103	102	12	107
O=c1[nH]c(=S)[nH]c(O)c1N=Nc1ccc(-c2ccccc2)cc1[N+](=O)[O-]	91	-41	.	100	-1	101	93	91	92	92*	92
Cc1ccc(-c2noc(CN(C)C(=O)Nc3ccc(F)cc3)n2)cc1	94	3	13	96	1	100	98	97	105	7	93
O=C1CN2NC(=S)N(c3ccc(Cl)cc3)C2=CN1c1ccc(Cl)cc1	96	-44	.	99	3	103	96	96	94	4	98
CCCC(=O)NC(=S)N1CCN(c2ccc([N+](=O)[O-])cc2)CC1	100	-40	.	105	-3	78	102	102	99	14	99
CCCn1c(NCc2cccc(OC)c2OC)nc2ccccc21	97	-15	.	102	22	126	100	100	106	13	98
Cc1ccccc1C(=O)N/N=C/c1ccc(OCC(=O)N2CCCCC2)cc1	99	-20	.	111	-3	105	104	102	103	12	107
CC(=O)Nc1ccc(Nc2c([N+](=O)[O-])c(=O)n(-c3ccccc3)c3ccccc23)cc1	98	-37	18	106	0	105	103	99	107	29	100
O=C1c2nccnc2C(=O)N1c1ccc(F)cc1	97	-14	.	102	0	105	99	100	104	14	100
COC(=O)c1ccc(OC(=O)CCc2cc(OC)c(OC)c(OC)c2)cc1	98	-8	28	99	-1	108	98	98	95	16	100
CC12COC3(C(=O)Nc4nccs4)CC1CCC32C (stereo not given)	93	5	.	90	-1	92	93	94	95	1	94
CCOCCOC(=O)C(C)Sc1n[nH]c(=O)[nH]c1=O (stereo not given)	101	2	.	105	0	98	102	102	99	1	104
CCCC(c1nnnn1CC(=O)OCC)N(Cc1cc2c(C)cc(C)cc2[nH]c1=O)C1CCCC1 (stereo not given)	101	-28	-39	112	-3	103	105	107	107	8	100
CC(=O)Nc1ccccc1-c1nc2ccc(C(=O)N3CCN(c4cccc(C)c4)C(C)C3)cc2[nH]c1=O (stereo not given)	96	-27	.	95	3	91	95	100	98	13	97
CCn1c(CSc2nc3ccccc3s2)nnc1SCC(=O)c1ccc2c(c1)OCCO2	92&88	-36	.	93	0&-3	103&102	94	92&87	94&93	-6	93

New compounds follow
SMILES	Rac1 mut GTP	Mcl1 Bid PPI	Pf gamet viab	Rac1 wt modul	Bim-Mcl-1	RGS8-Gao reg	HRas wt GTP	Rab2 wt GTP	Rab7 wt modul	Mcl1-Noxa inh	Cdc42 wt GTP
O=C1C=C(NC(=O)Nc2ccc(Cl)c(Cl)c2)CCC1	98	-8	-7	98	-12	104	97	98	96	-3	97
COc1cccc(CN(C)C(=O)Nc2cccc(C(F)(F)F)c2)c1OC	98	-15	9	101	16	109	98	99	98	3	97
NC(N)=N/N=C/c1ccccc1OC(F)F	97	4	10	100	0	101	96	93	93	21	93
Cc1ccc(-c2nn(CC(=O)NCCN3CCOCC3)c(=O)c3ccccc23)cc1	99	-25	-9	102	-3	100	104	102	104	12	103
O=C(N/N=C\c1ccc(Sc2ccccn2)o1)c1cccc(Br)c1	97	1	.	97	0	100	100	99	97	17	99
Cc1nc2ccc(NC(=O)c3ccc(S(=O)(=O)N4CCOCC4)cc3)cc2s1	98	1	10	103	-8	100	100	98	97	9	100
O=S(=O)(C(=CNc1ccccc1)S(=O)(=O)c1ccccc1)c1ccccc1	97	9	.	102	-5	104	99	100	102	3	99
Cc1ccc2cc(C=C(C#N)C#N)c(N3CCCCC3)nc2c1	100	-12	.	104	-6	100	100	100	99	7	99
Cc1ccc(N2CCCn3c2cc(C)c(C#N)c3=O)cc1Cl	98	-14	-9	100	1	85	102	100	101	1	100
Cn1cccc1C(=S)N1CCOCC1	99	-11	-12	104	-4	102	102	101	100	12	104
Cc1cccc(N2CCN(S(=O)(=O)c3ccc4c(c3)n(C)c(=O)c(=O)n4C)CC2C)c1 (stereo not given)	93	56*	-3	95	-4	105	97	92	93	41	94
COC(=O)c1sccc1N/N=C/c1ccc(OC)c(OC)c1OC	101	-3	-10	102	-1	100	99	99	99	13	103
CC(C)(C)c1ccc(CSc2nnc(-c3ccccn3)n2Cc2ccco2)cc1	102	-4	-14	110	-3	100	106	104	104	20	102

Compound profiles, as listed above:
Cc1ccc(-c2nn(CC(=O)NCCN3CCOCC3)c(=O)c3ccccc23)cc1 across the screens: Rac1 mut GTP: 99; Mcl1 Bid PPI: -25; Pf gamet viab: -9; Rac1 wt modul: 102; Bim-Mcl-1: -3; RGS8-Gao reg: 100; HRas wt GTP: 104; Rab2 wt GTP: 102; Rab7 wt modul: 104; Mcl1-Noxa inh: 12; Cdc42 wt GTP: 103
O=C1C=C(NC(=O)Nc2ccc(Cl)c(Cl)c2)CCC1 across the screens: Rac1 mut GTP: 98; Mcl1 Bid PPI: -8; Pf gamet viab: -7; Rac1 wt modul: 98; Bim-Mcl-1: -12; RGS8-Gao reg: 104; HRas wt GTP: 97; Rab2 wt GTP: 98; Rab7 wt modul: 96; Mcl1-Noxa inh: -3; Cdc42 wt GTP: 97
